# BL2 CD40 inh = CD40 pathway inhibition in BL2 cells. BL2 NF-kB luciferase reporter, CD40L-induced, 4 h. inhibition, % at 10 µM. 0.94% of 83,000 active. AID 1053188;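 active means mean inhibition of at least 50% with a set share of replicates also reaching that level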;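 further: 0% = neutral control wells and 100% = IKK inhibitor VII at 50 µM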
# * marks the source's active call; other numbers are inactive results; [ ] = dose if it differs, or a comment. This is a subset. The share of hits here may be higher or lower than overall.
SMILES,BL2 CD40 inh
O=C(Nc1sc2c(c1C(=O)NC1CC1)CCCCCC2)c1ccco1,6
Cc1ccc([N+](=O)[O-])cc1N(CC(=O)NCC1CCCO1)S(C)(=O)=O (stereo not given),-21
O=C1C=C(NNC(=O)c2cccnc2)CC(c2ccco2)C1 (stereo not given),18
CCN(C(=O)COC(=O)c1ccccc1Oc1ccccc1)c1c(N)n(Cc2ccccc2)c(=O)[nH]c1=O,21
C[C@@H]1CN([C@H](C)CO)C(=O)CCCn2nncc2CO[C@H]1CN(C)C(=O)c1cc(-c2ccccc2)on1,-2[25 µM]
COc1ccc(C2=NOC(C(=O)NCc3ccco3)C2)cc1 (stereo not given),-39
CC(C)(C)c1nc2cc(Cl)c([N+](=O)[O-])cc2o1,10
O=C(Cn1cnc2c(nnn2-c2ccccc2)c1=O)NCc1ccco1,1
COCCn1c(CN(Cc2ccccc2)Cc2ccccc2)nc2c1c(=O)n(C)c(=O)n2C,15
O=C1c2cccc3cccc(c23)C(=O)N1CC1CCN(S(=O)(=O)c2ccccc2)CC1,1
N#Cc1ccccc1NC(=O)C(=O)NCC1CCCN1S(=O)(=O)c1cccs1 (stereo not given),-2
CS(=O)(=O)N1[C@@H](C#N)[C@@H](c2ccc(C#Cc3cccc(F)c3)cc2)[C@@H]1CO,-41[25 µM]
Cc1ccc(C)c(N2CCN(C(=O)Cn3ncn4cccc4c3=O)CC2)c1,8
CCOCCCNCc1cc(Br)ccc1OCC,-16
CN1C(=O)c2cc(NC(=O)C3CCOCC3)ccc2OC[C@H]2O[C@@H](CC(=O)NCCc3ccncc3)CC[C@H]21,-2[25 µM]
C[C@@H]1CC(=O)NCC/C=C\C[C@H](c2ccc3c(c2)OCO3)NC1=O,2[25 µM]
CC(=O)Nc1ccc2[nH]c(C)cc(=O)c2c1,8
O=C(c1ccccc1)N1C[C@@H]2[C@H](c3ccccc31)[C@@H](CO)N2C(=O)c1ccccn1,3
CCOC(=O)N1CCC(NS(=O)(=O)c2ccc3c(c2)oc(=O)n3C)CC1,-2
Cn1nc(C(=O)NCCCN2CCCCC2)c2c1-c1ccccc1SC2,13
COc1ccc(NC(=O)N2C[C@H](O)COC[C@@H]3O[C@@H](CC(=O)N4CCCCC4)CC[C@H]32)cc1,-7[25 µM]
Cc1noc(C)c1COc1ccc(C(=O)OCC(=O)Nc2ccc3c(c2)OCO3)cc1,6
CCOC(=O)C1=C(C)OC(=Cc2ccccc2)C1=O,-1
O=C(Nc1nc2c(s1)CN(Cc1ccccc1)CC2)C1CCCC1,-43
N#Cc1c(/N=C/N2CCOCC2)sc2c1CCCCC2,-100
Cn1c(=O)c2c(ncn2Cc2ccccc2)n(C)c1=O,7
O=C(COc1ccccc1F)Nc1ccc(S(=O)(=O)Nc2nccs2)cc1,4
CCOc1ccccc1NC(=O)COC(=O)c1ccccc1SCC(=O)N1CCCC1,1
COc1ccc(CCNC(=O)/C(C#N)=C2\N=C(NC(=O)c3ccco3)c3ccccc32)cc1,10
O=C(N[C@@H]1CC[C@@H](CCNS(=O)(=O)c2ccc(F)cc2)O[C@@H]1CO)C1CCC1,-5[25 µM]
O=C(CSc1ccc(Cl)cc1)NC(=O)c1ccccc1,-10
COc1ccc(C#Cc2ccc([C@H]3[C@H]4CN(C(=O)c5ccc(F)cc5)CC(=O)N4[C@H]3CO)cc2)cc1,-1[25 µM]
C=CCN(Cc1cn(C)nc1-c1cccc(Cl)c1)C1CCS(=O)(=O)C1 (stereo not given),-2
Cc1cc2c(NS(=O)(=O)c3ccc(F)cc3)cccc2nn1,6
Cc1ccsc1C(=O)OCC(=O)Nc1cccc(S(=O)(=O)NC2=NCCCCC2)c1,11
S=c1nc[nH]c2c1ncn2-c1ccc(Cl)cc1,-25

# Part of the list above, reformatted:
Molecule | BL2 CD40 inh
O=C(N[C@@H]1CC[C@@H](CCNS(=O)(=O)c2ccc(F)cc2)O[C@@H]1CO)C1CCC1 | -5[25 µM]
O=C(CSc1ccc(Cl)cc1)NC(=O)c1ccccc1 | -10
COc1ccc(C#Cc2ccc([C@H]3[C@H]4CN(C(=O)c5ccc(F)cc5)CC(=O)N4[C@H]3CO)cc2)cc1 | -1[25 µM]
C=CCN(Cc1cn(C)nc1-c1cccc(Cl)c1)C1CCS(=O)(=O)C1 (stereo not given) | -2
Cc1cc2c(NS(=O)(=O)c3ccc(F)cc3)cccc2nn1 | 6

# The list continues.
SMILES,BL2 CD40 inh
Cc1ccc(S(=O)(=O)N[C@H]2CC[C@@H](CC(=O)NCc3ccncn3)O[C@H]2CO)cc1,-8[25 µM]
COCC(C)NC(=O)c1cc(OC)cc(OC)c1 (stereo not given),5
C=C(C)CN1CCN(c2ccc(N3C(=O)CCCC3=O)cc2[N+](=O)[O-])CC1,5
CN1C(=O)c2cc(NS(=O)(=O)c3ccccc3F)ccc2OC[C@H]2O[C@@H](CC(=O)NC3Cc4ccccc4C3)CC[C@H]21,31[25 µM]
C=CCn1c(COc2ccc(F)cc2)nnc1SCC(=O)NC1CCCC1,3
Cc1cccc(NC(=O)c2ccc(S(=O)(=O)N3CC(C)OC(C)C3)cc2)n1 (stereo not given),12
O=C1N[C@@H](c2ccccc2)COCc2cn(nn2)CC[C@@H](Cc2ccc(C(F)(F)F)cc2)C(=O)N[C@@H](c2ccccc2)COCc2cn(nn2)CC[C@H]1Cc1ccc(C(F)(F)F)cc1,8
Brc1c(CSc2nc3ccccc3o2)nc2ncccn12,-12
O=C(c1cc(=O)[nH]c2ccccc12)N1CCN(Cc2ccc3c(c2)OCO3)CC1,2
CC1CCN(S(=O)(=O)N2CCC(C(=O)NC3CCCC3)CC2)CC1,13
COc1ccc(-n2cnc3cc(NS(=O)(=O)c4ccccc4)ccc32)cc1,-46
CN(C)S(=O)(=O)c1cccc(NC(=O)COc2ccccc2C(=O)NCc2ccccc2)c1,-1
COc1ccc(-c2ccc([C@@H]3[C@@H](C#N)N(C(=O)NC4CCCC4)[C@H]3CO)cc2)cc1,4
CCC1CCCCN1C(=S)NC(=O)c1ccc(F)c(S(=O)(=O)N2CCOCC2)c1 (stereo not given),-2
Cc1ccc(S(=O)(=O)NC2=NCN(Cc3cccnc3)CN2)cc1,29
Cc1c(C(=O)Nc2ccncc2)oc2c1C(=O)CC(C)(C)C2,3
Cc1cccc(NS(=O)(=O)c2cccc(C(=O)NCC(c3ccco3)N3CCCCC3)c2)c1 (stereo not given),7
COc1ccc(N2CCN(CC(=O)Nc3ccccc3C(=O)NC(C)c3ccccc3)CC2)cc1 (stereo not given),5
Cc1cc(C(=O)NN=C(CCC(=O)O)c2cccs2)c(C)o1,-2
COCC#Cc1ccc([C@@H]2[C@@H](CO)N3C(=O)CN(C(=O)C4CCCCC4)C[C@H]23)cc1,-12[25 µM]
CC1(C)Cc2cccc(OCC(=O)N3CCN(c4ccc(F)cc4)CC3)c2O1,7
COc1ccc(C(=O)C2CCCN(Cc3cnc(N4CCCC4)s3)C2)cc1OC (stereo not given),-7
O=C(NCC[C@H]1CC[C@@H](NS(=O)(=O)c2ccc(F)cc2)[C@H](CO)O1)Nc1ccc(Cl)cc1,-24
COCC(=O)N1C[C@H]2[C@@H](c3ccccc31)[C@H](CO)N2Cc1cc(F)ccc1F,1[25 µM]
COc1ccc(C(=O)OCC(=O)Nc2cc(S(=O)(=O)N3CCOCC3)ccc2N2CCCC2)cc1,3
COc1ccc(Cl)cc1S(=O)(=O)N1CCCC(C(=O)NCc2ccccn2)C1 (stereo not given),-13
Cc1nc(-c2ccc(F)cc2)c(CC(=O)N(C)CC(=O)Nc2cccc(F)c2)s1,54*
COc1cc2c(C)nc(C)c(C#N)c2cc1OC,-14
CCCN(C1CCS(=O)(=O)C1)S(=O)(=O)c1cc(OC)ccc1OC (stereo not given),4
OCCC1CN(Cc2ccccc2-c2ccco2)CCN1Cc1ccccc1 (stereo not given),0
CC(C)NC(=O)Nc1ccc2c(c1)C(=O)N([C@H](C)CO)C[C@@H](C)[C@H](CN(C)C(=O)C1CCCCC1)OCCCC[C@H](C)O2,-11[25 µM]
COc1ccc(NC(=O)CSc2nnc3ccc(-c4cccnc4)nn23)c(OC)c1,1
CCN=C1SC(C(N)=O)CC(=O)N1CC (stereo not given),-7
N#C[C@@H]1N[C@@H](CO)[C@@H]1c1ccc(C#CC2CCCCC2)cc1,-33[25 µM]
COc1cccc(NC(=O)N2CC(=O)N3[C@H](C2)[C@H](c2ccc(C#CCC4CCCC4)cc2)[C@@H]3CO)c1,13[25 µM]
COC(=O)CNc1cccc(C(F)(F)F)c1,10
Cc1ccc2c(Cl)c(C)c(N3CCCC3)nc2n1,-12
CC(NC(=O)C1CC1)c1ccc(-c2ccccc2)cc1 (stereo not given),-10
C[C@@H]1CN([C@@H](C)CO)C(=O)c2ccccc2-c2ccccc2CO[C@@H]1CN(C)Cc1ccc(O)cc1,-3
CN(c1ccccc1)S(=O)(=O)c1ccc(C(=O)OCC(=O)NCc2ccco2)cc1,3
CN(CCc1cnn(C)c1)C(=O)C1CCC(=O)N(CC2CCCCC2)C1 (stereo not given),10
CC(C)(C)c1ccc(C(=O)CSc2ncn[nH]2)cc1,-52
NC(=O)c1cccc2ccccc12,8
Cc1cccc2c3c([nH]c12)C(=O)CC(C)(C)S3,6
Cc1ccc(NS(=O)(=O)c2cccc(C(=O)NCCCN3CCOCC3)c2)cc1,5
Cn1nnc2cc(C(=O)NC(C)(C)C)ccc21,17
COC(=O)CNC(=O)COC(=O)c1cc(F)c(F)cc1Cl,11
Cc1nc2ncnn2c(C)c1Cc1cccc(F)c1,8
O=C(CN1C(=O)c2ccccc2S1(=O)=O)NC1CCCC1,4
Cc1ccc(CN2CCNC(=O)C2CC(=O)N(C)CCc2cnn(C)c2)cc1 (stereo not given),4
O=C(c1ccncc1)N1CCN(S(=O)(=O)c2cc(C(F)(F)F)cc(C(F)(F)F)c2)CC1,1
COc1ccc(-c2ccccc2[C@H]2[C@@H](C#N)N(C(=O)C3CCOCC3)[C@H]2CO)cc1,-2[25 µM]
COc1ccc(C#Cc2ccc([C@H]3[C@@H](CO)N4CCCCN(S(=O)(=O)c5cn(C)cn5)C[C@@H]34)cc2)cc1,-14[25 µM]
O=C(C[C@H]1CC[C@@H]2NC[C@@H](O)COC[C@H]2O1)NC1Cc2ccccc2C1,0[25 µM]
CCCCn1c(N)c(N(CCOC)C(=O)c2cc(-c3ccco3)nc3ccccc23)c(=O)[nH]c1=O,-31
CN(Cc1ccccc1)C(=O)COC(=O)C1CCN(S(=O)(=O)c2cccs2)CC1,9
Cc1ccccc1N1CCN(S(=O)(=O)c2nnc(NC(=O)CC(C)C)s2)CC1,6
CCN(CC(=O)NCc1cccs1)C(=O)CCC(=O)c1ccc(F)cc1,18
CN1CCc2nc(SCCOc3ccccc3)c(C#N)cc2C1,-13
O=C(Nc1ccc2c(c1)OCO2)c1cnc(Cl)c(Cl)c1,-50
# Additional compounds:
SMILES,BL2 CD40 inh
Nc1ccc(C=C2C=Cc3ccccc32)cc1,-49
O=C(COC(=O)C1CC1)Nc1ccc(S(=O)(=O)N2CCOCC2)cc1,-5
COc1ccc(/C=N/NC(=O)c2c(C)nnn2-c2nonc2N)cc1OC,13
CCCCN(C(=O)c1ccc2c(c1)OCCO2)c1c(N)n(CCCC)c(=O)[nH]c1=O,-1
C[C@@H]1CCCCO[C@@H](CN(C)Cc2ccc(C(=O)O)cc2)[C@H](C)CN([C@@H](C)CO)C(=O)c2cc(NC(=O)CCC(F)(F)F)ccc2O1,0
Cc1ccc(N2CC(C(=O)Nc3cccc(S(=O)(=O)N4CCOCC4)c3)CC2=O)cc1 (stereo not given),8
CC1CCc2c(sc3ncn(CC(=O)N4CCCCC4)c(=O)c23)C1 (stereo not given),-3
CCN(c1ccc(NC(=O)COC(=O)C2CCN(c3ccc(C(F)(F)F)cn3)CC2)cc1)C(C)C,-12
O=C(Nc1ccc(N2CCCC2=O)cc1)c1cccc(F)c1,-31
C[C@@H]1CN([C@@H](C)CO)C(=O)CCCn2nncc2CO[C@@H]1CN(C)C(=O)Nc1ccc2c(c1)OCCO2,-18[25 µM]
Cc1c(CCOC(=O)C23CC4CC(CC(C)(C4)C2)C3)sc[n+]1CC(=O)c1ccccc1,42
Cc1ccc(Oc2ccccc2NC(=O)CSCC(=O)Nc2cc(C)on2)cc1,7
NC(=O)CSc1nc2cc(S(=O)(=O)N3CCOCC3)ccc2o1,-7
Cc1cccc(C(C)C)c1NC(=O)COC(=O)C1CC(=O)N(Cc2ccccc2)C1 (stereo not given),5
CCN(CC(=O)Nc1ccc2c(c1)OCCO2)C(=O)CCc1ccccc1Cl,1
C[C@@H]1CN([C@H](C)CO)C(=O)c2ccccc2-c2ccccc2CO[C@@H]1CN(C)Cc1ccc(-c2ccccc2)cc1,4
CC(OC(=O)c1cccc(-n2cnnn2)c1)C(=O)c1ccccc1 (stereo not given),-1
O=C1C(=Cc2cccc(F)c2)Cc2ccccc21,-137
O=C(NCc1cccs1)C1CCCN(S(=O)(=O)c2cnc[nH]2)C1 (stereo not given),4
CCOc1ccc(OCCC(=O)N(CC(C)C)c2c(N)n(Cc3ccccc3)c(=O)[nH]c2=O)cc1,-11

# Reformatted: entries from further up
SMILES | BL2 CD40 inh
COCC(C)NC(=O)c1cc(OC)cc(OC)c1 (stereo not given) | 5
C=C(C)CN1CCN(c2ccc(N3C(=O)CCCC3=O)cc2[N+](=O)[O-])CC1 | 5
CN1C(=O)c2cc(NS(=O)(=O)c3ccccc3F)ccc2OC[C@H]2O[C@@H](CC(=O)NC3Cc4ccccc4C3)CC[C@H]21 | 31[25 µM]

# Five records picked at random from the list so far:
SMILES,BL2 CD40 inh
O=C(COc1ccccc1F)Nc1ccc(S(=O)(=O)Nc2nccs2)cc1,4
CCN(CC(=O)Nc1ccc2c(c1)OCCO2)C(=O)CCc1ccccc1Cl,1
Cc1noc(C)c1COc1ccc(C(=O)OCC(=O)Nc2ccc3c(c2)OCO3)cc1,6
COC(=O)CNC(=O)COC(=O)c1cc(F)c(F)cc1Cl,11
Cc1cccc(C(C)C)c1NC(=O)COC(=O)C1CC(=O)N(Cc2ccccc2)C1 (stereo not given),5

# Screening results as filed in PubChem BioAssay.
